Bioassay records (PubChem)
PGC1a acetyl inh – modulators of PGC1a acetylation; U2OS PGC1a acetylation, AlphaScreen anti-acetyl-lysine; with virally co-expressed GCN5 acetyltransferase; 350,000 tested, 0.17% active; AID 651687; inhibition, % at 15.6 µM;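 active = every replicate shows inhibition of at least 40%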;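 also: 0% = neutral control wells and 100% = positive control wells; some results beyond the cut were filed as inactive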
PglD DTNB – inhibitors of Campylobacter jejuni PglD acetyltransferase. purified PglD enzyme, DTNB colorimetric CoA detection. inhibition, % at 12.5 µM. 360,000 tested, 0.098% active. AID 602405; in the data active = inhibition above about 16%, passing the limit was not always enough; also: strong numbers were not always called active
* marks the source's active call; other numbers are inactive results.

SMILES	PGC1a acetyl inh	PglD DTNB
CCOCCCNC(=O)C(NC(=O)c1ccc(=O)[nH]c1)c1ccccc1 (configuration not stated)	3.8	3.3
O=C1CC(C(=O)Nc2ccccc2C(=O)O)C(c2ccccc2)O1 (configuration not stated)	12.4	-1.2
CC(C)(O)C(=O)NN(C(=O)c1ccccc1)c1ccc2ccccc2c1	-10.1	-1.0
O=c1cc(-c2ccncc2)oc2ccccc12	22.9	-1.3
COc1ccc2c(c1)OC[C@H]1[C@H]2N2C(=O)c3cc(C)ccc3NC(=O)[C@@]2(C)[C@H]1c1ccccc1	-12.9	-4.8
CCN1CCN(c2ccc(S(=O)(=O)N3CCCCC3)cc2NC(=O)Cc2ccc(Cl)c(Cl)c2)CC1	-6.9	-3.0
CCN(Cc1cc2cc(C)ccc2[nH]c1=O)C(=O)c1cccc(OC)c1	-6.7	0.2
CCOc1ccc(N(CC(N)=O)S(=O)(=O)c2ccc(F)cc2)cc1	10.9	3.9
COc1ccc(OC)c(C(c2nnnn2C2CCCC2)N2CCN(c3ccccc3F)CC2)c1 (configuration not stated)	-12.1	0.3
CCOc1cc(C(=O)N2CCN(c3ccccc3)CC2)cc(OCC)c1OCC	6.2	-0.9
COC(=O)c1ccc(Oc2nc(Nc3ccc(F)cc3)nc(N3CCCC3)n2)cc1	2.5	-6.9
O=C1COc2ccc(C(=O)COC(=O)CCc3ccc(S(=O)(=O)N4CCOCC4)cc3)cc2N1	11.7	1.6
COc1ccccc1-c1nnc(NC(=O)OCC(C)C)s1	-2.5	1.3
O=C(O)c1ccc(NC(=O)C2C3CCC(C3)C2C(=O)O)cc1 (configuration not stated)	7.1	4.2
CCOC(=O)Cc1csc(NC(=O)c2ccc(Cl)nc2)n1	3.7	-1.3
Cc1ccc(OCCN2CCN(C(=O)CCC(=O)Nc3nnc(C)s3)CC2)cc1	-1.1	3.7
CCOCCCNC(=O)C(c1ccc(OC)cc1)N(Cc1ccc2c(c1)OCO2)C(=O)CNC(C)=O (configuration not stated)	-0.5	-3.6
COc1ccc(S(=O)(=O)Nc2cc3c4c(oc3c3ccccc23)CCCC4=O)cc1	-33.9	4.2
COc1ccc(NC(=O)Cc2nc3ccccc3[nH]2)cc1	3.7	-8.1
CC(C)OCCCNS(=O)(=O)c1ccc2ccccc2c1	-1.4	-0.2
COc1ccc(CC(=O)Nc2ccc(/C(C)=N/NC(=O)c3cccc([N+](=O)[O-])c3)cc2)cc1	4.8	18.0
CCOc1ccc2[nH]c(=O)c(CN(CCO)C(=O)CC)cc2c1	0.5	2.7
O=C(OCC(O)CN1CCCCC1)C12CC3CC(CC(C3)C1)C2 (configuration not stated)	-5.4	0.5
CCC(c1nnnn1Cc1ccco1)N(CCc1ccccc1)Cc1cc2cccc(C)c2[nH]c1=O (configuration not stated)	0.6	7.4
Cc1ccc(S(=O)(=O)/C=C2\NC(=O)CS2)cc1	-14.0	-2.5

More entries:
SMILES	PGC1a acetyl inh	PglD DTNB
Cc1ccc(-c2noc(CN(C(=O)CCCCCN3C(=O)c4ccccc4C3=O)C(C)C)n2)cc1	-1.4	5.6
CSc1nc2ccccc2cc1/C=C(\C#N)c1cccc(Cl)c1	2.4	-7.9
C=CCn1c(COc2ccc(Cl)cc2)nnc1SCc1ccc(C#N)cc1	4.3	3.9
O=S(=O)(CCCc1ccccc1)c1ncn[nH]1	-5.2	-3.8
O=C(CN1C(=O)CCS(=O)(=O)c2ccccc21)Nc1cccc(Cl)c1	-2.0	3.7
CCOC(=O)Nc1ccc2c(c1)N(C(=O)CCN1CCN(CCO)CC1)c1ccccc1S2	7.2	-5.3
Cc1csc(SCC(=O)Nc2sc3c(c2C#N)CCC3)n1	-9.3	-1.6
Cc1ccc(-c2noc(CCC(=O)NCCc3ccccc3Cl)n2)cc1	-15.3	-6.4
Cn1c(=N)n(CC(O)c2cccc3ccccc23)c2ccccc21 (configuration not stated)	-12.3	-2.8
Cc1nc(NCCN2CCOCC2)c2nnn(Cc3ccccc3Cl)c2n1	-8.5	1.7
Cc1ccc(OCC(=O)N/N=C/c2ccncc2)cc1	-24.7	3.1
COCCCNC(NC(=O)c1ccc(C)cc1)C(Cl)(Cl)Cl (configuration not stated)	-1.7	1.3
c1ccc(-n2nnnc2N2CCOCC2)cc1	-0.8	6.2
Nc1cc(=O)nc(SCc2ccccc2)n1Cc1ccco1	1.9	-1.6
Cc1cccc(OC2(c3ccccc3)OC(=O)c3ccccc32)c1C (configuration not stated)	-91.3	6.3
N#Cc1c(NC(=O)CSc2ncn[nH]2)sc2c1CCCC2	-14.1	4.4
O=C(Nc1ccccc1)N(Cc1ccccc1)C1=NCCS1	0.9	-2.5
O=C(CCNC(=O)Cn1cnc2ccccc2c1=O)NCCC1=CCCCC1	5.1	14.1
O=C(O)c1ccccc1Nc1ccc([N+](=O)[O-])c2nonc12	-6.7	4.1
O=C(c1cnn2c(C(F)(F)F)cc(-c3cccs3)nc12)N1CCN(Cc2ccccc2)CC1	-10.6	-0.4
COc1ccc(N2CCN(C(=O)CCCCCn3c(=S)[nH]c4cc5c(cc4c3=O)OCO5)CC2)cc1	8.8	-4.0
CS(=O)(=O)NCC(c1cccnc1)N1CCN(c2ccc(F)cc2)CC1 (configuration not stated)	-9.0	-3.7
Nc1nc(Cl)cc(N2CCOCC2)n1	6.7	1.7
CCc1ccc(OCC(=O)NC(=S)Nc2ccc(S(=O)(=O)NC3CCCCC3)cc2)cc1	-11.9	3.8
COc1cc(C)nc(Oc2ccc(=O)[nH]n2)n1	-4.6	-5.5

(continued)
SMILES	PGC1a acetyl inh	PglD DTNB
O=c1ccn(-c2cccc(C(F)(F)F)c2)nc1-c1ccn(-c2ccccc2F)n1	-7.2	2.2
Nc1cc(S(=O)(=O)C(F)(F)F)ccc1C(=O)O	-7.4	-5.4
CCOC(=O)CNC(=O)Nc1cc(C(C)(C)C)nn1-c1ccccc1	-14.6	-4.5
O=C1CS/C(=C\S(=O)(=O)c2ccc(Cl)cc2)N1	18.1	2.1
CCN(CC)S(=O)(=O)c1ccc(N2CCN(S(=O)(=O)c3ccccc3C#N)CC2)nc1	-11.5	-5.9
COc1ccccc1N1CCN(C(=O)c2ccc(S(=O)(=O)N3CCCCC3)cc2)CC1	2.5	0.9
COCCn1nnnc1C(C(C)C)N(Cc1cccnc1)Cc1cc2cc(OC)ccc2[nH]c1=O (configuration not stated)	-8.9	0.5
COc1cccc(C2C(C(C)=O)=C(O)C(=O)N2CCc2c[nH]c3ccccc23)c1 (configuration not stated)	0.9	-3.5
Cc1cc(NC(=O)c2cc(-c3ccncc3)nc3c(C)cccc23)no1	-9.5	17.9
COc1ccc(Oc2c(Cl)cnn(-c3ccccc3)c2=O)cc1	-111.9	-2.3
Cc1oc(-c2ccccc2)cc1C(=O)Nc1ccccc1	-8.0	5.2
CC(C)CCNC(=O)NC(=O)COC(=O)C1=COCCO1	11.0	-0.3
COc1ccc(/C=N\NS(=O)(=O)c2ccc(C)cc2)cc1COc1ccccc1[N+](=O)[O-]	24.7	11.8
Cc1ccc(-n2ncc3c(=O)n(CC(=O)NCC4CCCO4)cnc32)cc1 (configuration not stated)	-1.4	6.9
C(=N\n1cnnc1)/c1ccccc1OCCOc1ccccc1	-3.9	1.6
Cc1cc(C)n(-c2ccc(-n3ccnc3)nn2)n1	-1.0	8.4
COc1ccc(NC(=O)Nc2cccc(C(=O)N3CCOCC3)c2)cc1OC	-1.5	4.9
CCc1nc2ccccc2c(NC(=O)CN2CCC(C)CC2)c1C	-9.5	-2.4
O=C(Cn1cnc2c(nnn2Cc2ccc(F)cc2)c1=O)NCc1ccc2c(c1)OCO2	-12.8	-6.0
O=C(COc1ccc(Cl)cc1)Nc1ccc2oc(-c3ccncc3)nc2c1	-3.7	4.8
C=CCSc1nc(C)c(CC(=O)OCCCC)c(=O)[nH]1	0.6	1.0
CCc1noc(C)c1C(=O)N1CCOCC1	0.9	-3.1
Cc1ccccc1Nc1nc(N)nc(CSc2nnc3sc4ccccc4n23)n1	6.7	-4.5
CCOC(=O)C1=C(C)OC(N)=C(C#N)C1c1cc(C)sc1C (configuration not stated)	4.1	-0.3
CC1CCCCN1C(=O)Cn1c(=O)n(C2CCCCC2)c(=O)c2ccccc21 (configuration not stated)	-2.1	-5.6

Following part
SMILES	PGC1a acetyl inh	PglD DTNB
Cc1cc(C)c(O)c(-c2cc(C(=O)NCc3ccccc3)[nH]n2)c1	5.1	3.8
CCN(CC)c1nc(-c2ccccc2)cc(C(F)(F)F)c1C#N	-0.6	-123.6
CCN(CC(=O)NC)S(=O)(=O)c1ccc(Br)cc1	-1.8	-7.6
CN(C)C(=O)CNC(=O)C1CCCCC1	13.9	6.0
CC1CCN(C(=O)CCC(=O)Nc2nnc(C(F)(F)F)s2)CC1	-4.9	-2.6
Cc1ccc(-c2nn(-c3ccccc3)cc2/C=C(\C#N)c2cccc(C#N)c2)o1	17.1	0.5
CCCN1C(=O)C(NC(C)=O)c2cc(OC)ccc21 (configuration not stated)	-8.6	2.4
O=C(NCCC1=CCCCC1)c1ccc(CN2CCOCC2)cc1	-37.1	4.7
Cc1cccc2cc(COC(=O)C3CCCO3)c(=O)[nH]c12 (configuration not stated)	-1.3	1.6
CC1CCCC(NS(=O)(=O)c2ccc3c(c2)OCCO3)C1C (configuration not stated)	-35.6	-0.4
COC(=O)c1ccc(CN(c2ccccc2OC)S(=O)(=O)c2cccs2)o1	-0.9	-2.8
Cc1ccc(NC(=O)CCC(=O)OCCCC(F)(F)C(F)(F)F)cc1	38.4	8.4
CCOC(=O)C1=C(C)NC(=O)NC1c1ccc(OC(=O)c2ccco2)cc1 (configuration not stated)	5.0	-0.7
O=S(=O)(c1ccccc1)c1nc(-c2ccco2)oc1NCCCn1ccnc1	-1.1	-3.9
CCC(=O)Nc1ccccc1Nc1cc(C#N)c(C#N)cc1[N+](=O)[O-]	12.2	1.2
O=C(OC1CCOC1=O)c1ccc(-c2nc3ccccc3s2)s1 (configuration not stated)	-4.7	4.9
COC(=O)C1=C(C(=O)OC)[C@@H]2N(C)c3ccc(OC)cc3[C@@]23C[C@@H](C(=O)OC)N(C(=O)c2cccs2)C3=N1	-1.3	-1.2
COC(=O)CN(C(=S)Nc1ccc(F)cc1)C1CC(=O)N(c2ccc(OC)cc2)C1=O (configuration not stated)	-6.6	-3.8
Cc1ccc(-n2ncc3c(NCC4CCCO4)ncnc32)c(C)c1 (configuration not stated)	5.6	-1.4
CCCCc1nnc(NC(=O)C(C)Sc2nc(N)cc(=O)[nH]2)s1 (configuration not stated)	-9.0	0.8
Cc1csc(NC(=O)c2cc3c(s2)CCC3)n1	1.4	-1.2
COC(=O)CCc1c(C)[nH]c(=S)[nH]c1=O	-2.2	-6.0
O=P(O)(CP(=O)(c1ccccc1)c1ccccc1)c1ccccc1O	12.0	-6.8
C=CCN1C(=O)C(O)(CC(=O)c2c(C)n[nH]c2C)c2cc(Br)ccc21 (configuration not stated)	2.4	-6.4
COC(=O)c1cc(S(=O)(=O)n2nc(C)c(Br)c2C)c(Cl)cc1Cl	-4.7	-7.9

Exported with two lines to a compound: part of the list above
Every second line gives: PGC1a acetyl inh, PglD DTNB
COC(=O)C1=C(C(=O)OC)[C@@H]2N(C)c3ccc(OC)cc3[C@@]23C[C@@H](C(=O)OC)N(C(=O)c2cccs2)C3=N1
  -1.3, -1.2
COC(=O)CN(C(=S)Nc1ccc(F)cc1)C1CC(=O)N(c2ccc(OC)cc2)C1=O (configuration not stated)
  -6.6, -3.8
Cc1ccc(-n2ncc3c(NCC4CCCO4)ncnc32)c(C)c1 (configuration not stated)
  5.6, -1.4
CCCCc1nnc(NC(=O)C(C)Sc2nc(N)cc(=O)[nH]2)s1 (configuration not stated)
  -9.0, 0.8
Cc1csc(NC(=O)c2cc3c(s2)CCC3)n1
  1.4, -1.2
COC(=O)CCc1c(C)[nH]c(=S)[nH]c1=O
  -2.2, -6.0
O=P(O)(CP(=O)(c1ccccc1)c1ccccc1)c1ccccc1O
  12.0, -6.8

Continuation.
SMILES	PGC1a acetyl inh	PglD DTNB
CCn1c(SCC(=O)N2CCN(c3ccc(F)cc3)CC2)nc2ccccc2c1=O	-7.4	-5.8
Cc1cc(C(C)(C)C)oc1C(=O)N(CC(=O)NC1CCCC1)Cc1ccc(F)cc1	9.5	-2.4
O=C(CCN1C(=O)c2ccccc2C1=O)Nc1cc(F)ccc1F	10.7	-2.1
COc1ccc(/C=C2/S/C(=N/N=C3\CC4CCC3(C)C4(C)C)NC2=O)cc1 (configuration not stated)	-6.7	2.4
Cc1ccc(NC(=O)CC2NCCNC2=O)cc1 (configuration not stated)	15.4	4.9
CCCCCCCCCc1nc(N)n[nH]1	5.4	-4.9
O=C(COc1ncnc2cc([N+](=O)[O-])ccc12)NCc1ccc2c(c1)OCO2	-5.1	0.5
COc1ccccc1N1CCN(C(=O)c2sc3nc(-c4ccccc4)cn3c2C)CC1	-2.5	-2.0
CCOC(=O)Nc1c(O)ccc2oc(C)c(-c3ccccc3)c12	-11.5	8.8
COc1ccc(-c2cc3c(=O)n(CC(=O)NC4CCN(Cc5ccccc5)CC4)ncn3n2)cc1	11.6	1.8
CC(C)CC(=O)NC(Nc1ccccc1F)C(Cl)(Cl)Cl (configuration not stated)	-49.2	1.2
CSCCC1NC(=O)N(CC(=O)Nc2cccc3ccccc23)C1=O (configuration not stated)	4.4	2.0
O=C(Nc1ccc(N2CCN(Cc3ccccc3)CC2)cc1)c1ncn[nH]1	6.2	-3.1
C=CCNc1nc(NCC)nc(N2CCOCC2)n1	11.7	5.8

Record cards, as listed above. Values in the order: PGC1a acetyl inh | PglD DTNB
Results for `COc1ccc(-c2cc3c(=O)n(CC(=O)NC4CCN(Cc5ccccc5)CC4)ncn3n2)cc1` : 11.6 | 1.8
Results for `O=C(Nc1ccc(N2CCN(Cc3ccccc3)CC2)cc1)c1ncn[nH]1` : 6.2 | -3.1
Results for `O=C(CCN1C(=O)c2ccccc2C1=O)Nc1cc(F)ccc1F` : 10.7 | -2.1
Results for `CCCCCCCCCc1nc(N)n[nH]1` : 5.4 | -4.9
Results for `CC(C)CC(=O)NC(Nc1ccccc1F)C(Cl)(Cl)Cl` (configuration not stated) : -49.2 | 1.2

Some of the compounds tested (hit frequency here may not be typical).
